Source: PubChem BioAssay (Sanford-Burnham Center for Chemical Genomics)
Jurkat NFkB inh – inhibitors of the PMA/ionomycin-induced NF-kB reporter in Jurkat cells. 0.53% of 330,000 active. AID 435003. PMA/ionomycin-induced NF-kB luciferase reporter, luminescence. inhibition, % at 4 µM
SENP7 block – blocks the human protease SENP7; inhibition, % at 5 µM; recombinant SENP7, Z-RLRGG-aminoluciferin luminescence, 40 min; Q9BQF6; 1.5% of 330,000 active;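 active = inhibition above about 50% at the single test dose, limit read from the data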;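 note: plate controls were DMSO with enzyme for no effect and no enzyme buffer wells for full effect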
697 NFkB inh – lowers PMA/ionomycin-induced NF-kB signal in 697 B cells; AID 435022; inhibition, % at 4 µM; 0.33% of 330,000 active; 697 B-cell NF-kB luciferase reporter, 16 h; in the data active = inhibition above about 35%
SENP8 inh – blocks the human protease SENP8. Q96LD8. purified SENP8, Z-RLRGG-aminoluciferin cleavage, luminescence. inhibition, % at 10 µM. 1.2% of 330,000 active. AID 2540
Target sequence (Q96LD8 whole entry, looked up): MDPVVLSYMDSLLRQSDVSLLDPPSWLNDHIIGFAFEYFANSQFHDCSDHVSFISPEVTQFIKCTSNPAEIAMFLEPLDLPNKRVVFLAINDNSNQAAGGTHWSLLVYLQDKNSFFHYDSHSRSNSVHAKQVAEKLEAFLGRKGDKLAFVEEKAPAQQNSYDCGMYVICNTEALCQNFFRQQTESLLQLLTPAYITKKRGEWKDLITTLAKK
Gli-Sufu block – antagonists of Gli-Sufu signaling; Sufu-KO-LIGHT fibroblasts, Gli luciferase reporter luminescence; 0.74% of 340,000 active; inhibition, % at 5 µM;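 active = inhibition above about 55%, limit read from the data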;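 note: 0% = DMSO-treated cells and 100% = wells with medium but no cells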
HKDC1 inhibitor – inhibitors of human hexokinase HKDC1; 0.16% of 340,000 active; inhibition, % at 20 µM; Q2TB90; recombinant HKDC1, G6PDH/diaphorase resazurin coupled fluorescence;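 active = inhibition above about 35% when tested at 20 µM, limit read from the data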;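 note: plate controls were DMSO wells with enzyme for no effect and DMSO wells lacking enzyme for full effect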
Target sequence (Q2TB90 whole entry, looked up): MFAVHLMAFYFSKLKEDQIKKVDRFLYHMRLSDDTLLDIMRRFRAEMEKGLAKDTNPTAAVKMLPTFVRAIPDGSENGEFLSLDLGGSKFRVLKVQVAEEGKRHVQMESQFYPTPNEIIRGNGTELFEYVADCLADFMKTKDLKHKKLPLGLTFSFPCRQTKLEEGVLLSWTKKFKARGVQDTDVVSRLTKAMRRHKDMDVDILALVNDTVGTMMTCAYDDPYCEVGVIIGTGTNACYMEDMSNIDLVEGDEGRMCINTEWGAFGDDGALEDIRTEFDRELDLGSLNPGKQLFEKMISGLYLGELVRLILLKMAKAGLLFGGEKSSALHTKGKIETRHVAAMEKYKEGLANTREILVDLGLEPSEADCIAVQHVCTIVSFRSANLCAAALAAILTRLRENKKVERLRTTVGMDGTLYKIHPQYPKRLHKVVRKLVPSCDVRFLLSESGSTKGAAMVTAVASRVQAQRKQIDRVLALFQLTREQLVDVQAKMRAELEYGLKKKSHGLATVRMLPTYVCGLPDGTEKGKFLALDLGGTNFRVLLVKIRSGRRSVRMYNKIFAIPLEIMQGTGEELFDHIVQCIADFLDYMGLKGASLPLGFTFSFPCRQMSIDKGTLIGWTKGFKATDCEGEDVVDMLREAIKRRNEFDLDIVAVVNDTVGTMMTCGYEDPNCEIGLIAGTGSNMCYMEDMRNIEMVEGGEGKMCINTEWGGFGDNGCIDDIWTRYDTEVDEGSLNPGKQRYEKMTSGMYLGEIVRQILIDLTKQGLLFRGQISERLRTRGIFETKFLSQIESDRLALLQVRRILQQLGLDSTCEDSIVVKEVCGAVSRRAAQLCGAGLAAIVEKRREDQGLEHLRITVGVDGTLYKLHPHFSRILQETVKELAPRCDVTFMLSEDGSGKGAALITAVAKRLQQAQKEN
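Test system: Recombinant HKDC1 (HK5) hexokinase enzyme, produced in-house | Input: HKDC1 at 5 µg/mL | Buffer or medium: Tris pH 8.0 buffer with MgCl2, Tween-20, BSA, BME | Schedule: 90 min reaction incubation at room temperature, dark | Technique: Resazurin-to-resorufin fluorescence via G6PDH and diaphorase coupling, 525/613 nm | Controls: DMSO wells with and without enzyme mix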
Apaf-1 inh – inhibitors of human Apaf-1 apoptosome | reconstituted apoptosome caspase-3 activity, DEVD-Rh110 fluorescence | inhibition, % at 20 µM | 0.71% of 330,000 active | AID 489030; active = inhibition of at least 40% at 20 µM;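 note: plate controls were DMSO wells for no effect and DEVD-CHO caspase inhibitor wells for full effect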
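Material: cell-free apoptosome with Apaf-1, procaspase-3 and caspase-9; Buffer or medium: Hepes pH 7.5 with detergent and BSA; Reagent: cytochrome c trigger plus (Z-DEVD)2-Rh110 caspase-3 substrate; Times: compound with Apaf-1, dATP, procaspase-3 30 min, then 50 min reaction, room temperature; Technique: Rh110 fluorescence intensity.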
UBC13 polyUb – blocks human UBC13 polyubiquitin chain formation; TR-FRET; inhibition, % at 20 µM; 0.47% of 330,000 active; in the data active = inhibition above about 45%, passing the limit was not always enough; inconclusive = no clear call, values can overlap the other calls
* hit, by the source's call; ? = inconclusive. Cut-off read from the data, not from the text of the source, unless noted: active = inhibition above about 50%; inactive = the rest.

| mol | Jurkat NFkB inh | SENP7 block | 697 NFkB inh | SENP8 inh | Gli-Sufu block | HKDC1 inhibitor | Apaf-1 inh | UBC13 polyUb |
| --- | --- | --- | --- | --- | --- | --- | --- | --- |
| Cc1ccc(S(=O)(=O)N(C)C)cc1NC(=O)COC(=O)C1COc2ccccc2O1 (stereo not given) | 11 | -6 | 8 | -2 | 0 | -6 | -9 | 6 |
| Cc1ccc(C(=O)CSc2nnc(C(C)C)n2C)cc1C | -25 | 0 | -22 | -6 | -24 | -9 | -2 | 0 |
| COC(=O)c1ccc(C2c3c(oc4ccc(F)cc4c3=O)C(=O)N2CCO)cc1 (stereo not given) | -12 | -6 | -21 | -18 | 0 | -2 | 13 | -15 |
| CC(=O)Nc1ccc(NC(=O)CSc2nnnn2-c2ccc(F)cc2)cc1 | -17 | -10 | -8 | 1 | 42 | 2 | 9 | 0 |
| CC(C)CC(=O)Nc1cc2nn(-c3ccccc3)nc2cc1Cl | -127 | -5 | -147 | -14 | -95 | -2 | -6 | 2 |
| CC(O)CN(Cc1cccc(Cl)c1)CC(C)O (stereo not given) | 2 | -5 | 11 | -2 | 8 | -6 | -14 | 6 |
| CCn1cc(C(=O)Nc2ccc(Cl)cc2Cl)cn1 | -12 | 3 | -28 | -3 | -2 | -3 | -16 | -2 |
| CC1CCN(c2ccc3c(c2)S(=O)(=O)c2cccc(C(=O)NC4CC4)c2C3=O)CC1 | -8 | 3 | -37 | 7 | -20 | -3 | 14 | -105 |
| C/C(=N\NC(=O)Cc1cccn1C)c1ccc([N+](=O)[O-])cc1 | 19 | 6 | -3 | 0 | -1 | -1 | -19 | -14 |
| Cc1cc(/C=C2\SC(=S)NC2=O)c(C)n1C1CC1 | 3 | -10 | -4 | -11 | -23 | 5 | -3 | -42 |
| Cc1ccc(-n2nc(C(=O)c3ccccc3)n3c(=O)cc(-c4ccccc4)nc23)cc1 | -19 | 1 | 5 | -6 | 30 | -3 | 3 | -6 |
| COC(=O)Cn1c(-c2ccc(OC)cc2)c(-c2ccc(OC)cc2)nnc1=O | 1 | 0 | -12 | 1 | -4 | 4 | 10 | -4 |
| O=S1(=O)NC(=NC2CCCCCC2)c2ccccc21 | -4 | 3 | 8 | 0 | 3 | -6 | -3 | 2 |
| CN(C)/C=N/NC(=O)c1ccc(Cl)cc1 | 4 | -8 | 7 | 3 | -5 | -13 | -10 | 6 |
| Cc1sc2ncnc(SCC(=O)N3CCOCC3)c2c1C | 11 | 1 | 11 | -2 | -3 | -1 | 0 | 2 |
| CCN(CC)S(=O)(=O)c1cc(C(=O)Oc2cccc(-c3cnc4ccccc4n3)c2)ccc1OC | -117 | 18 | -98 | 3 | -14 | -8 | 12 | -4 |
| CC1(C)CC(=O)C2=C(C1)NC1=C(C(=O)c3ccccc31)C2c1ccccc1 (stereo not given) | -10 | -4 | -20 | 6 | -7 | 6 | 3 | ? |
| CC1(C(=O)O)CCC(C(=O)Nc2ccc(OC(F)(F)Cl)cc2)C1(C)C (stereo not given) | 2 | 3 | 3 | -10 | 8 | 1 | 11 | 0 |
| COc1ccc(-c2[nH]ncc2/C=C(/C#N)C(=O)NC2CCCCC2)cc1 | 5 | 2 | -13 | 3 | -7 | 0 | -2 | 13 |
| C=CCc1ccccc1OCCNCc1ccccc1 | -6 | -8 | -2 | -12 | 29 | -9 | 14 | 6 |
| O=C(CSc1nnc(-c2ccncc2)n1Cc1ccccc1)NC1CCCc2ccccc21 (stereo not given) | -10 | 3 | -6 | 5 | 4 | -8 | 3 | 0 |
| O=C(Nc1ccc(Cc2ccncc2)cc1)c1ccc([N+](=O)[O-])o1 | -5 | 10 | 17 | -12 | -4 | 3 | -1 | -8 |
| CCc1ccc(OCC(=O)Nc2ccc(N3CCN(C(=O)c4ccccc4)CC3)cc2)cc1 | 19 | 1 | -5 | 1 | 20 | 0 | 10 | 3 |
| COc1ccc2oc(=O)c(C(=O)Nc3ccccc3C)cc2c1 | -110 | 74* | -174 | 47 | -37 | 2 | 5 | 1 |
| CC1(c2ccccc2)NC(=O)N(CC(=O)Nc2ccc(N3CCOCC3)cc2N2CCOCC2)C1=O (stereo not given) | 10 | -3 | 4 | 12 | 17 | 3 | 12 | -4 |
| O=C(c1n[nH]c(=O)c2ccccc12)N1CCN(S(=O)(=O)c2ccccc2Cl)CC1 | -8 | -5 | 12 | -16 | 0 | -5 | 15 | 0 |
| CCN1CCN(c2nc(-c3ccccc3)nc3ccccc23)CC1 | -3 | 4 | 7 | 7 | 9 | -5 | -1 | 3 |
| O=C(Nc1cccnc1Cl)c1cc2c(s1)-c1ccccc1OC2 | -11 | 2 | 3 | 1 | -47 | -2 | 2 | 26 |
| CCOC(=O)Cn1cc(C(=O)C2CC2)c2ccccc21 | -13 | 4 | -9 | 4 | 3 | 0 | 6 | 6 |
| CCc1ccc(NC(=O)c2noc(C(C)C)c2[N+](=O)[O-])cc1 | -42 | -6 | -39 | -12 | 13 | -3 | 7 | -4 |
| CCOc1cc(/C=C2\C(=N)N3N=C(C)SC3=NC2=O)ccc1OCCOc1cccc(OC)c1 | 1 | -4 | 22 | -5 | 4 | 6 | 1 | -20 |
| CC1(C)Cc2c(sc3nc4n(c(=N)c23)CCC4)CO1 | 11 | -4 | 13 | 0 | -1 | 2 | 0 | 5 |
| CC(C)SCC(=O)Nc1ncc2c(n1)-c1ccccc1CC2 | -8 | 7 | 6 | -1 | -3 | 20 | 16 | -17 |
| C[C@H](NC(=O)c1nc[nH]c1C(=O)NC1CCNCC1)C(=O)OC(C)(C)C | 3 | -5 | 16 | -6 | 14 | -4 | -9 | 5 |
| CCc1ccccc1NC(=O)CSc1ncn[nH]1 | 6 | 1 | 10 | 4 | 0 | -11 | -10 | 4 |
| COC(=O)Nc1ccc([N+](=O)[O-])cc1OC | 11 | 6 | 8 | -1 | -7 | -9 | 1 | -4 |
| CSc1ccc(-c2nc(CSCC(=O)N3CCOCC3)c(C)o2)cc1 | 8 | -2 | -47 | -3 | -20 | -2 | -8 | 0 |
| CCCC(C)c1nc(C(N)=O)c2[nH]c(=O)n(-c3ccc(OC)c(OC)c3)c2n1 (stereo not given) | -8 | -3 | -6 | -8 | -6 | -2 | 5 | -3 |
| CCc1ccccc1NC(=O)CN(C)S(=O)(=O)c1ccc2c(c1)c(=O)n(C)c(=O)n2C | 0 | -8 | -1 | -5 | 5 | -4 | 4 | 13 |
| CC(C)c1ccc(-n2nnnc2SCC(=O)NC2CC2)cc1 | 6 | -5 | -1 | -10 | 3 | -4 | -1 | 3 |
| CCn1c(C)nc2cc(C(=O)NNC(=O)CCC3CCCCC3)ccc21 | 6 | -3 | -2 | -7 | 1 | 5 | -8 | 4 |
| Cc1ccc(Cl)cc1NC(=O)C[n+]1ccc(Cc2ccc([N+](=O)[O-])cc2)cc1 | 9 | 19 | 16 | 0 | 10 | 11 | 4 | 31 |
| CC(/C=C/C=C/c1ccccc1)=N/NC(=O)CNc1ccc(C)cc1 | -11 | -1 | -10 | -6 | -23 | 4 | 7 | -16 |
| CCC(=O)Nc1nc2ccccc2n1CCN(CC)CC | 4 | -2 | 3 | -4 | 10 | -5 | -4 | -8 |
| O=S(=O)(Nc1ncccn1)c1ccc(NC(=S)Nc2ccccc2)cc1 | -13 | -7 | -21 | -9 | 6 | -7 | 11 | -4 |
| COC(=O)c1ccc(OCC(O)CN(CC(C)C)CC(C)C)cc1 (stereo not given) | -3 | 3 | -15 | -5 | 7 | -3 | 6 | -11 |
| COC(=O)CCSc1cc([N+](=O)[O-])cc2c1c(C1OCCS1)nn2-c1ccccc1 (stereo not given) | 1 | -3 | -15 | -6 | 0 | 1 | 13 | -14 |
| CC(C)(C)n1cnc2cc(NC(=O)c3ccc(Cl)cc3)ccc21 | 0 | -6 | -39 | 3 | -57 | -3 | 5 | -11 |
| COc1cccc(OC)c1OCCCN1CCC(Cc2ccccc2)CC1 | 16 | -7 | 2 | -7 | 38 | -6 | -3 | 8 |
| CC(C)NC(=O)C1CC=CCC1C(=O)O (stereo not given) | -6 | 3 | 3 | 4 | -11 | -3 | -13 | 4 |
| O=C1CC2(CCCC2)C(=O)N1c1ccc(S(=O)(=O)NCC2CC2)cc1Cl | 4 | 2 | 13 | 9 | 1 | 0 | -17 | 0 |
| Cc1cc(OCCN2CCCC2)ccc1[N+](=O)[O-] | -15 | -6 | -1 | -6 | 1 | -11 | 8 | -6 |
| COC(=O)c1ccc(OCC(=O)Nc2ccsc2C(=O)OC)cc1 | -2 | 24 | -8 | -6 | 2 | -9 | -12 | -3 |
| O=C(Cn1c(NCCCO)nc2ccccc21)c1cccs1 | 1 | -2 | 5 | 1 | 0 | -6 | 7 | -1 |
| CCOc1ccc(Br)cc1CNCCN1CCOCC1 | 3 | -6 | -28 | -10 | 4 | -9 | 6 | -2 |
| Cc1nc(/N=C(\N)NC(=O)NC2CCCCC2)nc2ccccc12 | 49 | -1 | -48 | -11 | 8 | -2 | 13 | 28 |
| NC(=O)CNC(=O)C1CCN(S(=O)(=O)c2ccc(-n3cnnn3)cc2)CC1 | -30 | -1 | -5 | -10 | -18 | -3 | -2 | -4 |
| CCN(CC)C(=O)CSc1nnc([C@H](CCSC)NC(=O)OC(C)(C)C)o1 | 0 | 0 | 8 | -3 | -4 | -5 | -6 | 10 |
| COC(C(=O)NNS(=O)(=O)c1ccccc1[N+](=O)[O-])c1ccccc1 (stereo not given) | -3 | -9 | 12 | -7 | 7 | -8 | 0 | -1 |
| CCOC(=O)C1CCN(CC(O)COc2ccc(C(=O)CC)cc2)CC1 (stereo not given) | 8 | 1 | 18 | -2 | 2 | -9 | -5 | -7 |

4 structures from above, arranged by SMILES length, rising.
| mol | Jurkat NFkB inh | SENP7 block | 697 NFkB inh | SENP8 inh | Gli-Sufu block | HKDC1 inhibitor | Apaf-1 inh | UBC13 polyUb |
| --- | --- | --- | --- | --- | --- | --- | --- | --- |
| CCOc1ccc(Br)cc1CNCCN1CCOCC1 | 3 | -6 | -28 | -10 | 4 | -9 | 6 | -2 |
| O=C(Cn1c(NCCCO)nc2ccccc21)c1cccs1 | 1 | -2 | 5 | 1 | 0 | -6 | 7 | -1 |
| Cc1nc(/N=C(\N)NC(=O)NC2CCCCC2)nc2ccccc12 | 49 | -1 | -48 | -11 | 8 | -2 | 13 | 28 |
| COC(C(=O)NNS(=O)(=O)c1ccccc1[N+](=O)[O-])c1ccccc1 (stereo not given) | -3 | -9 | 12 | -7 | 7 | -8 | 0 | -1 |

(continued)
| mol | Jurkat NFkB inh | SENP7 block | 697 NFkB inh | SENP8 inh | Gli-Sufu block | HKDC1 inhibitor | Apaf-1 inh | UBC13 polyUb |
| --- | --- | --- | --- | --- | --- | --- | --- | --- |
| CCc1cc2c(=O)oc(-c3ccccc3F)nc2s1 | -6 | -18 | -4 | -16 | -2 | 5 | 16 | -3 |
| CS(=O)(=O)N1CCN(c2ccc(C(=O)NC34CC5CC(CC(C5)C3)C4)cc2[N+](=O)[O-])CC1 | -19 | -1 | -2 | -7 | 12 | -8 | 20 | -16 |
| CCCCOCCCNC(=O)COc1ccccc1 | 2 | 23 | -5 | -3 | 3 | 7 | -13 | -6 |
| COc1ccc(CNC(=S)Nc2ccc(-c3ccccc3)cc2)cc1 | 13 | 5 | -2 | 1 | -4 | 0 | -1 | 2 |
| Cc1cc(NC(=O)c2cccc(S(=O)(=O)Nc3cccc(C(=O)O)c3)c2)no1 | -3 | -4 | 3 | 0 | 23 | 0 | -12 | -3 |
| COc1ccc(C(N)=S)cc1 | 5 | 4 | -14 | 3 | -1 | -2 | -1 | 10 |
| CCc1nc2scc(-c3ccccc3)c2c(=O)n1N | 9 | 0 | 5 | 3 | 4 | -5 | -7 | 4 |
| Cc1ccc(S(=O)(=O)NCCCCCC(=O)Nc2ccccc2C)cc1 | 6 | 2 | 29 | 4 | 3 | 10 | 2 | 2 |
| Cc1ccccc1NC(=S)N/N=C/C(C)c1ccccc1 (stereo not given) | 5 | -6 | -6 | -1 | -2 | 14 | -3 | 11 |
